human PMI inhibition: inhibitors of human PMI, primary screen, biochemical, fluorescence intensity, coupled assay (AID 1209) | inhibition, % at 20 µM; hits with a dose series show IC50 in µM | 190,000 tested, 0.42% active | purified PMI enzyme, coupled fluorescence intensity; higher % means a stronger effect; in the data active means inhibition above about 50%;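 further: plate controls were DMSO vehicle for no effect and wells lacking substrate for full effect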
TNAP activation fold: stimulation of alkaline phosphatase TNAP activity – biochemical, luminescent, no phosphate acceptor, uHTS, primary screen (AID 1001). activation fold at 20 µM, or EC50 in µM where a hit was titrated. purified TNAP, luminescent activation assay, no phosphate acceptor; higher activation fold means a stronger effect. 200,000 tested, 0.03% active; in the data active means activation fold from about 3, or a potency from the dose series; inactive means the rest, 99 in 100 with activation fold below about 1.6; further: many of its hits are not listed in these tables
Dynein transport: dynein cargo transport inhibition; 220,000 tested, 0.47% active; AID 1381; z-score, hits read low; 3617.4 mouse cells, GR-EGFP nuclear translocation imaging; test concentration mostly 20 µM; stimulated with dexamethasone, 1 µM; stronger effect = lower value;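 active means plate z-score of nuclear minus cytoplasmic receptor signal below a set negative limit, without overly bright fluorescence or cell loss, cut at about -3.5 in these data, passing the limit was not always enough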;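 further: z-score of nuclear minus cytoplasmic ring GR-EGFP intensity difference per well; some compounds called inactive have numbers as strong as hits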
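medium = tetracycline-free induction medium containing charcoal-stripped FBS | probe or stimulus = dexamethasone, 1.0 µM final | timing = 48 h induction, then 1 h compound, then 30 min agonist, 37 °C | detection = automated 10x imaging of fixed Hoechst-stained cells | read-out basis = nuclear versus cytoplasmic GR-EGFP signal, averaged per well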
T cell modulator: T cell immune modulators affecting CD8 T cell-vesicle binding; AID 2052; calls only at 7 µM; 2C CD8+ T cell-vesicle binding, flow cytometry; stronger effect = lower value; 330,000 tested, 0.068% active;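 active means response, share of CD8 T cells binding vesicles, and their 90th percentile fluorescence all below set limits, cut at about 80% in these data, passing the limit was not always enough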
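Test system: purified 2C TCR transgenic mouse naive CD8+ T cells. Probe or stimulus: QL9-peptide-loaded Drosophila micro-vesicles bearing Ld, ICAM-1 and B7-1. Incubation: binding step 1.5 h, 37 °C, antibody labelling 20 min, ice. Measured by: flow cytometry of vesicle-bound cells.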
bCat nuc transl: alters nuclear translocation of beta-catenin in HeLa cells. immunofluorescence imaging. nuclear translocation activity, % at 5 µM. 190,000 tested, 0.3% active;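 active means nuclear translocation activity above 50% at 5 µM, with a well cell count of 50 or more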;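 further: per-cell ratio of nuclear to cytoplasmic median beta-catenin stain intensity; plate controls were DMSO negative control for no effect and GSK-3 inhibitor IX positive control for full effect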
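Test system: HeLa cells, endogenous beta-catenin; Compound: single 5 µM dose plus 0.02–20 µM confirmation series; Times: compound exposure 24 h at 37°C; Signal: fluorescence imaging of beta-catenin antibody stain plus DAPI; Read-out: % activation, nuclear-to-cytoplasmic median beta-catenin signal ratio per cell.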
Ins promoter up: MIN6 insulin promoter up-regulation; MIN6 insulin promoter-GFP reporter, high-content imaging; stronger effect = higher value; z-score at 5 µM; 190,000 tested, 0.3% active; AID 1625;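 active means z-score above 3 at 5 µM with at least 500 cells counted in the well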
Hep lipid drop: modulators of hepatic lipid droplet formation; AML12 mouse hepatocytes, oleate lipid droplets, BODIPY imaging; inhibition, % at 6.5 µM; 240,000 tested, 0.4% active; AID 1656;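 active means lipid droplet intensity inhibited by at least 50%, with more than 500 cells counted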
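Test system: AML12 mouse liver cells; schedule: overnight exposure; technique: high-content imaging of BODIPY-stained droplets and DAPI nuclei; read-out: % inhibition of corrected integrated BODIPY droplet signal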
Myeloid diff MLP: myeloid differentiation induction | calls only at 10 µM | 360,000 tested, 1% active | ER-HoxA9 myeloid progenitors, lysozyme-GFP differentiation, flow cytometry;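 active means normalized GFP-positive differentiation at or above the plate's own cutoff, the solvent-only control mean plus 3 SD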;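 further: cells exposed to compound for four days before flow analysis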
MT stabilize HCS: stabilizes microtubules in HeLa cells. HeLa tubulin immunostaining HCS, 24 h; share of cells brighter than vehicle mean+2SD. % tubulin-high responders, % at 10 µM. 200,000 tested, 0.83% active. AID 2205;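 active means plate Z-score above 3 for both tubulin-high and condensed-nucleus cell shares, with cell loss under 80%, at 10 µM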;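 further: anti alpha tubulin signal scored within the nucleus-defined area of each cell; some results filed as inactive read as strong as hits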
Dynein transport cytoplasmic EGFP: further read-out of Dynein transport, marked with its call; z-score; measured here: cytoplasmic GR-EGFP intensity; stronger effect = higher value
Dynein transport nuclear GR-EGFP: second read-out of Dynein transport, no call of its own (marks repeat the call); z-score; measured here: nuclear GR-EGFP intensity;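 lower value marks the stronger effect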
Dynein transport cell count: also measured in Dynein transport; calls as there; z-score; measured here: cell count per field
Ins promoter up cell count: second read-out of Ins promoter up, no call of its own (marks repeat the call); cell count; measured here: cytotoxicity, nuclei count;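 total cells summed across four imaged fields per well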
Hep lipid drop cells 6.5 µM: recorded beside Hep lipid drop, whose call it bears; cell count; measured here: cell count, cytotoxicity flag;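 cells counted across two imaged fields per well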
bCat nuc transl cell count 5 µM: second read-out of bCat nuc transl, no call of its own (marks repeat the call); cell count; measured here: cell count, cytotoxicity flag
T cell modulator vesicle-bound %: recorded beside T cell modulator, whose call it bears; double positive events, %; measured here: CD8+ vesicle-bound cell fraction;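 binding gate set so that unloaded-vesicle control wells show 10% double positive cells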
MT stabilize HCS Hoechst-high %: also measured in MT stabilize HCS; calls as there; % Hoechst-high responders; measured here: nuclear condensation Hoechst responders;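 share of cells brighter than vehicle mean plus two SD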
MT stabilize HCS cytotoxicity %: second read-out of MT stabilize HCS, no call of its own (marks repeat the call); toxicity, %; measured here: cytotoxicity by cell density;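 0% = mean cell density of plate MIN control wells and 100% = no cells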
Myeloid diff MLP GFP+ MAC1+ %: recorded beside Myeloid diff MLP, whose call it bears; GFP+ MAC1+ double positive, %; measured here: differentiation confirmed by MAC1 staining
* hit, by the source's call; i = inactive; / = no result given.

SMILES	human PMI inhibition	TNAP activation fold	Dynein transport	Dynein transport cytoplasmic EGFP	Dynein transport nuclear GR-EGFP	Dynein transport cell count	T cell modulator	T cell modulator vesicle-bound %	bCat nuc transl	bCat nuc transl cell count 5 µM	Ins promoter up	Ins promoter up cell count	Hep lipid drop	Hep lipid drop cells 6.5 µM	Myeloid diff MLP	Myeloid diff MLP GFP+ MAC1+ %	MT stabilize HCS	MT stabilize HCS Hoechst-high %	MT stabilize HCS cytotoxicity %
CCOC(=O)N1CCN(C(=O)CSc2nnc(-c3ccc(Cl)s3)o2)CC1	-11%	1	-0.84	-0.22	-0.43	0.012	i	50	-1.3	1185	0.5	1203	/	/	/	/	3.9	2.4	1.4
COc1ccc(CCNCC(O)COc2cccc(Br)c2)cc1OC (stereo not drawn)	/	/	-0.55	-0.77	-0.48	0.33	i	32	0.2	1320	0.17	1009	6	653	i	0.6	/	/	/
Cc1cc(-c2nnc(CCC(=O)N3CCN(Cc4cccc(F)c4)CC3)o2)c(C)o1	-12%	1	0.037	-0.062	0.27	0.56	i	7	-1.2	1004	/	/	-7	550	i	0.3	1.1	2.3	6.5
COC(=O)c1ccccc1NC(=O)CSc1nccc(C)n1	/	1	1.7	-0.11	0.85	-1.2	i	45	0.7	1564	-0.11	1118	-20	739	i	0.3	3.1	2.1	7.9
Cc1cc2nc(/C(C#N)=C/c3ccncc3)[nH]c2cc1C	2%	1.1	0.48	-0.28	0.51	-0.16	i	33	-1.1	1066	-0.33	1584	-16	663	i	0.3	3.3	3.7	5.6
S=C1NCCNC(=S)NCCOCCN1	-7%	1.1	-1	-0.33	-0.59	0.7	i	54	-1.4	1120	-0.14	1464	1	666	i	0.4	2.5	2.8	11
C/C(N)=C(/C#N)C(=O)COC(=O)CCSc1ccccc1Cl	17%	1.1	0.4	-0.21	0.33	0.73	i	28	-1.4	1121	/	/	6	764	i	0.8	3.5	1.3	5.7
CC(NC(=O)c1ccc(OC2CCN(Cc3ccccn3)CC2)cc1)c1ccccc1 (stereo not drawn)	-1%	1.1	-0.36	-0.3	-0.37	0.76	i	59	2.5	944	0.21	1454	-22	710	i	0.1	5.7	1.7	0.2
NNC(=O)c1cccc(S(=O)(=O)Nc2cc(Cl)ccc2Cl)c1	/	/	0.64	-0.24	0.38	0.47	i	17	0.6	1395	/	/	5	639	i	0.3	/	/	/
Cc1cc(N2C(=O)CC(Cc3ccc(Cl)cc3)C2=O)no1 (stereo not drawn)	-4%	1.1	-1.1	-0.24	-1.2	0.21	i	36	-1.5	1338	-0.28	1412	/	/	i	0.9	1.9	1.7	0.8
COc1ccc(NC(=O)Nc2cccs2)cc1Cl	10%	1.1	-0.54	-0.26	-0.18	0.59	i	60	-1.5	1127	/	/	11	706	i	0.1	3.1	1.7	2.4
Cc1ccc(/C=C(\CCC(=O)O)c2nc3ccccc3s2)cc1[N+](=O)[O-]	-2%	1.1	0.42	-0.27	-0.07	0.11	i	28	-1.4	985	-0.23	1268	20	679	i	1.0	5.0	3.1	2.7
C=CCn1cc(C(=O)c2cc(Br)ccc2O)cc(C#N)c1=O	/	/	-0.049	-0.64	-0.16	-0.64	i	12	0.4	1295	-1.2	1070	-8	671	i	1.8	/	/	/
COc1ccc(C2(O)CCN(C(=O)c3c(F)cccc3F)CC2)cc1	3%	1.2	-0.017	-0.35	0.055	0.29	i	32	-0.2	1212	-0.66	1127	/	/	i	1.5	4.1	2.9	7.9
COc1cc(NC(=O)c2cccc(F)c2)cc(OC)c1OC	-5%	1.1	-0.1	-0.28	0.084	0.69	i	51	0.4	1571	0.05	1404	-17	593	i	0.1	2.8	2.0	3.1
CC(CNC(=O)c1ccc2c(c1)OCO2)c1ccc([N+](=O)[O-])cc1 (stereo not drawn)	0%	1.1	1.7	-0.19	1.1	-1.2	i	1	-4.9	1103	0.46	1676	20	659	i	0.2	3.2	1.5	11
O=C(COc1nnnc2ccccc12)N1CCCc2ccccc21	15%	1.1	-0.35	-0.24	0.073	1.4	i	16	/	/	-0.05	1326	-6	737	i	1.5	2.8	3.1	7.3
CCOC(=O)N1N=C(C)CC1(O)c1ccccc1 (stereo not drawn)	5%	1.1	1.8	-0.32	0.84	-0.75	i	45	0.6	894	-0.06	1202	10	689	i	0.5	3.0	1.6	2.9
CCOC(=O)N1CCN(CCC(=O)Nc2ccc(OC)cc2)CC1	7%	1.1	-0.14	-0.25	0.24	-0.082	i	15	-0.8	1045	-0.18	1302	-9	757	i	1.1	1.5	1.2	6.9
COc1cc(C(=O)NCC(=O)N/N=C/c2c(C)[nH]c3ccccc23)cc(OC)c1OC	/	/	0.85	-0.13	0.87	-0.8	i	49	2.7	1303	-0.09	1077	2	776	i	0.5	/	/	/
Cc1ccc([N+](=O)[O-])cc1S(=O)(=O)N1CCCC1	8%	1.1	-0.83	-0.28	-0.23	1.7	i	45	0.1	908	1.1	1347	5	697	i	0.5	3.7	2.4	3.1
CCOC(=O)C1=C(CC)Nc2ccccc2N=C1NC(=O)CCN1C(=O)C2CCCCC2C1=O (stereo not drawn)	-9%	1.1	1.6	0.12	1.3	-2.4	i	34	-4.7	1197	-0.35	1308	-3	701	i	1.3	1.0	1.3	8.0
Nc1nc(Cl)nc(N(c2ccccc2)c2ccccc2)n1	14%	1.1	-0.78	-0.31	-0.71	1.3	i	44	-0.4	1099	-0.05	1584	13	681	i	0.8	2.0	2.0	4.2
C/C(=N\Nc1ccccn1)c1ccc(N2CCOCC2)cc1	8%	1	1.8	-0.00023	1.2	-2	i	49	-0.5	1024	0.06	1323	0	672	i	0.5	4.6	1.4	3.7
O=C(CNS(=O)(=O)c1c(Cl)cccc1Cl)OCc1csc(-c2ccccc2)n1	10%	1	0.12	-0.31	-0.21	0.35	i	50	-1.4	957	0.1	1208	14	667	i	1.2	3.0	2.2	4.8
Cn1cc(S(=O)(=O)N2CCc3ccccc3C2)c(=O)n(C)c1=O	10%	1.1	0.062	-0.18	0.072	-0.35	i	28	-0.6	1104	-0.91	1885	-12	571	i	2.4	2.9	2.7	7.7
O=C(Nc1nc(-c2ccccc2Cl)cs1)c1cccnc1	6%	1.1	0.54	0.22	0.31	0.084	i	8	6.4	1154	-0.11	1004	12	760	i	0.6	2.5	0.9	5.1
O=C1NCCCC1C(=O)Nc1cccc(C(F)(F)F)c1 (stereo not drawn)	0%	1.2	-0.29	-0.22	0.19	0.41	i	60	-1.3	946	-0.19	1356	/	/	i	1.1	2.8	3.2	5.7
CC(C(=O)N1CCOCC1)N1C(=O)C2C3C=CC(C4CC34)C2C1=O (stereo not drawn)	-10%	1.1	-0.23	0.12	0.19	0.73	i	38	-0.4	1468	-0.45	1377	9	673	i	0.6	3.2	1.8	8.1
CCN(CC)S(=O)(=O)c1cc(C(=O)Nc2nncs2)c(Cl)cc1Cl	2%	1	-1.3	-0.16	-0.88	1.4	i	13	/	/	-0.06	1144	14	724	i	4.6	3.5	1.5	4.2
COC(=O)C1=CN(C)C=C(C(=O)OC)C1c1ccc(O)c(OC)c1	4%	1.1	0.022	-0.21	0.3	-0.15	i	19	-2.3	770	0.23	1618	/	/	i	1.4	7.1	2.4	4.2
Cc1ccc(/C=N/NC(=O)Cc2cccn2C)s1	-18%	1.1	-0.62	-0.2	0.36	0.56	i	53	6.6	405	1.6	1244	20	578	i	0.3	3.5	2.7	7.6
CN1CCN(S(=O)(=O)c2ccc(NC(=S)NC(=O)C3CCC3)cc2)CC1	8%	1	-1.4	0.17	-0.88	-3.1	i	41	2.4	490	0.11	1131	/	/	i	0.3	4.8	3.1	4.8
COc1ccccc1OCCC(=O)OCC(=O)Nc1ccc(S(=O)(=O)N2CCOCC2)cc1	-1%	2	-0.86	-0.11	-0.51	-0.083	i	16	-0.7	1209	-1	1385	10	661	i	0.2	2.4	2.6	6.9
Cn1c(=O)[nH]c(=O)c2c1nc(N/N=C/c1cccnc1)n2Cc1ccc(Cl)cc1	/	/	-0.15	-0.12	0.86	0.057	i	36	2.0	1210	-2.5	1358	-18	691	i	0.1	/	/	/

From PubChem
